# Fh CTSL1 inh – blocks F. hepatica cathepsin L1 in PFM18AAP counter-screen; recombinant F. hepatica cathepsin L1, Z-Leu-Arg-MCA fluorescence; AID 1906; hit rate 0.49% among 300,000; inhibition, % at 5.96 µM;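 active means inhibition above the mean of all tested compounds plus 3 SD, set per screening campaign, cut at about 17% in these data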;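 further: 0% = plate median of test compound wells and 100% = 1 µM Z-Phe-Ala-diazomethylketone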
# AHR act – activators of human aryl hydrocarbon receptor; AHR-responsive luciferase reporter cells, luminescence; activation, % at 5 µM; hit rate 2.5% among 320,000; AID 2796; in the data active means activation above about 47%;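 further: 0% = vehicle wells and 100% = reference agonist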
# Target sequence (P35869 whole entry, looked up): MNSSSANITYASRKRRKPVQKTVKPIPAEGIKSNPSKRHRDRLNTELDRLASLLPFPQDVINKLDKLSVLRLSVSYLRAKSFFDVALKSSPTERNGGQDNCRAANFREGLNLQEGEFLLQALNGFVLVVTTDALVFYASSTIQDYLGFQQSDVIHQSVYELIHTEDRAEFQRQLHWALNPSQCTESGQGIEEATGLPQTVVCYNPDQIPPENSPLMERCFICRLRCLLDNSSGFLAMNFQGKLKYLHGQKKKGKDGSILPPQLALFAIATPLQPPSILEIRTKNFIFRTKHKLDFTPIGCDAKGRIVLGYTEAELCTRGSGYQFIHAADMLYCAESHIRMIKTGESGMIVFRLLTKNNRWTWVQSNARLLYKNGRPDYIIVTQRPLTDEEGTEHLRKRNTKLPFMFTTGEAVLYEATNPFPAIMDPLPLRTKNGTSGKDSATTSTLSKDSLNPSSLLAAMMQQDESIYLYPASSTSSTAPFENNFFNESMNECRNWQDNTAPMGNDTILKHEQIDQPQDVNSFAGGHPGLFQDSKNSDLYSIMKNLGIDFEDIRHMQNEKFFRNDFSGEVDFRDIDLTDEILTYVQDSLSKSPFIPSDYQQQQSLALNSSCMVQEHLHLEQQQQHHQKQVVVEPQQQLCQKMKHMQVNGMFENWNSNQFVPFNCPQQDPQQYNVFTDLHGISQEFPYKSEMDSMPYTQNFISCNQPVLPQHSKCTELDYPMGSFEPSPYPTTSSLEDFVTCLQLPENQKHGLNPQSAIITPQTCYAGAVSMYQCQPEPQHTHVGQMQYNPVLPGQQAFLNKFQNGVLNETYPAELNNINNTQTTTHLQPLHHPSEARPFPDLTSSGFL
# PAFAH2 inh – inhibitors of human PAFAH2 | Q99487 | recombinant PAFAH2, FP-rhodamine activity probe, fluorescence polarization | inhibition, % at 3.39 µM | hit rate 0.99% among 340,000;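 active means inhibition above the mean over all tested compounds plus 3 SD, cut at about 30% in these data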;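 further: inhibitors block probe labeling of enzyme so polarization drops; 0% = enzyme with DMSO and 100% = wells lacking PAFAH2 protein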
# PP5 inh – blocks human protein phosphatase 5 activity; P53041; purified PP5c, OMFP substrate fluorescence; inhibition, % at 6.7 µM; hit rate 0.18% among 320,000;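 active means inhibition above the campaign's mean inhibition across all tested compounds plus 3 SD, cut at about 9.5% in these data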;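 further: 0% = DMSO only and 100% = 100 µM cantharidin control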
# TPT1 inhibitor – C. albicans TPT1 enzyme inhibition; recombinant caTPT1, FP RNA substrate dephosphorylation; inhibition, % at 5 µM; hit rate 0.81% among 300,000; AID 1962;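 active means inhibition above the mean of all tested compounds plus 3 SD, set per screening campaign, cut at about 24% in these data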;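 further: plate controls were DMSO alone for no effect and ferristatin control at 100 nM for full effect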
# PP1 counter – counter-screen for PP5 inhibitors: inhibitors of human PP1-alpha; P62136; purified PP1alpha, OMFP fluorescence; inhibition, % at 6.7 µM; hit rate 0.9% among 320,000; AID 2235;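 active means inhibition above the mean inhibition of all tested compounds plus 3 SD, computed separately for each screening campaign, cut at about 15% in these data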
# proCasp3 act – activators of human procaspase-3 | recombinant procaspase-3 D3A, Ac-DEVD-pNA absorbance 405 nm | hit rate 0.11% among 330,000 | activation, % at 8.5 µM | P42574;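 active means activation above the mean of all tested compounds plus 3 SD, cut at about 21% in these data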;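 further: 0% = DMSO alone and 100% = DMSO wells spiked with extra 5 µM PC-3 D3A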
# Target sequence (P42574 whole entry D9A/D28A/D175A): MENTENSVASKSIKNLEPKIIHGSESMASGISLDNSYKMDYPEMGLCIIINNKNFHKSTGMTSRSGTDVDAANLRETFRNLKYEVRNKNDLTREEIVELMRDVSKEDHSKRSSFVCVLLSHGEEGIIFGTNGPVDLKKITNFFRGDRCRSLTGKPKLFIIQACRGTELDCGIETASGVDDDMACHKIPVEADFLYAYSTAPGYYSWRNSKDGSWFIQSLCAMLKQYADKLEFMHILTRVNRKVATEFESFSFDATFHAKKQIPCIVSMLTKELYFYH
#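 assay system = Procaspase-3 D3A mutant | signal = absorbance at 405 nm, 0 and 120 min | times = 1 h preincubation plus 2 h reaction at 25 °C | repeats = single replicate | read-out = % activation between DMSO and enzyme-spiked controls | medium = Zinc-free HEPES saline buffer with Triton X-100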
# core dimer inh – HCV core protein dimerization inhibition. TR-FRET GST/Flag-core106 dimerization, 1536-well. inhibition, % at 5 µM. hit rate 0.33% among 300,000. AID 1899;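 active means inhibition above the mean of all tested compounds plus 3 SD, set per screening campaign, cut at about 45% in these data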
#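 Material: Tagged HCV core106 pair (GST and Flag) | Amount: GST-core106 13.5 nM, Flag-core106 17 nM | Medium: KF-containing HEPES buffer, pH 7.45, DTT, CHAPS, BSA | Reagent: Eu donor and XL665 acceptor anti-tag antibodies | Schedule: 4 h at 22.5 °C | Technique: Time-resolved FRET, ex 340 nm, em 617 and 671 nm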
# proCasp7 act – counter-screen for procaspase-3 activators: activators of human procaspase-7; hit rate 0.093% among 330,000; recombinant procaspase-7, Ac-DEVD-pNA absorbance 405 nm; D23A/D198A/D206A triple mutant, cannot self-cleave; scale: DMSO 0, 5 µM enzyme 100; P55210; AID 463210; activation, % at 8.5 µM;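 active means percent activation above the screen-wide mean plus 3 SD, cut at about 25% in these data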
#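 Test system: Procaspase-7 triple mutant (PC-7 D3A). Also added: Ac-DEVD-pNA substrate, 400 µM as added. Schedule: 1 h enzyme–compound preincubation and 2 h substrate reaction, both 25 °C. Signal: p-Nitroaniline absorbance at 405 nm, read at 0 and 120 min. Control set: low DMSO alone, high DMSO plus 5 µM PC-7.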
# * = called active by the depositor; . = no result given.
SMILES,Fh CTSL1 inh,AHR act,PAFAH2 inh,PP5 inh,TPT1 inhibitor,PP1 counter,proCasp3 act,core dimer inh,proCasp7 act
CC(C)OCCCNC(=O)CN1C(=O)COc2ccc(S(=O)(=O)N3CCCCCC3)cc21,-1,-2,1,0.1,-2,-3,1,6,4
COc1ccccc1/C=N\Nc1cc(C)nc(-n2nc(C)cc2C)n1,1,70*,-2,6.5,-3,31*,-10,10,-1
CCCCSc1nc2c(c(=O)[nH]c(=O)n2C)n1CCc1ccccc1,-5,12,-6,2.4,-6,5,-8,1,-8
Cc1ccc[n+](CC(=O)c2ccc(-c3ccccc3)cc2)c1,0,35,-6,2.2,3,1,7,7,-2
Cc1cccc(-n2ccnc2CN2CCN(C(C)C)C(CCO)C2)c1 (stereo not drawn),0,1,3,0.7,0,-4,-2,4,12
O=C(COc1ccc(/C=N/NS(=O)(=O)c2ccccc2)cc1)Nc1cccc(Cl)c1,3,2,-8,5.3,3,-3,-8,3,-10
Cc1ccsc1C(=O)OCC(=O)NC1CCS(=O)(=O)C1 (stereo not drawn),7,2,3,0.0,2,-1,5,3,9
O=C(CN1C(=O)NC2(CCCC2)C1=O)NNC(=O)c1ccc(F)cc1,-7,2,3,-0.2,-2,-2,3,-2,10
Cc1nn(CC(=O)NC2CCC(C)CC2)c(=O)c(C#N)c1C (stereo not drawn),8,-1,-1,2.6,2,-3,3,-2,12
Cn1c(=O)c2[nH]c(CCCC(=O)O)nc2n(Cc2ccccc2)c1=S,1,0,6,0.3,-1,-5,11,11,-10
COc1ccc(CCC(=O)OCC(=O)Nc2c(C)nn(-c3ccccc3)c2C)cc1,8,-2,6,-3.8,0,-5,0,1,-2
O=Cc1c(Sc2ccccn2)nc2ccccn2c1=O,4,2,-4,0.3,-24,-5,3,5,11
O=C(CC1COc2ccccc2O1)Nc1ccccn1 (stereo not drawn),-4,1,9,2.0,0,-3,3,-2,-5
CCc1nc(SCC(=O)Nc2ccccc2OC)n[nH]1,0,10,7,1.1,2,2,13,-4,7
COc1ccc2oc(C)c(C(=O)NN)c2c1,1,0,0,-1.4,-1,4,-1,-15,-3
O=C(Nc1nnc(CCc2ccccc2)s1)c1cccc(F)c1,-3,3,10,0.0,3,2,3,-3,3
CCCc1nc2ccccc2[nH]1,-1,7,-6,-0.3,-1,0,-3,-5,7
Nc1nc(NCCCN2CCOCC2)nc(Nc2cccc(F)c2)c1[N+](=O)[O-],-3,7,7,2.9,-2,2,-5,-2,-2
COc1ccccc1N(CC(=O)NCc1cccnc1)S(C)(=O)=O,0,0,1,0.0,-2,-3,3,-7,2
O=C(CCc1nnc2n(Cc3ccc(F)cc3)c(=O)c3ccccc3n12)N1CCN(c2ccccn2)CC1,0,-2,4,-2.0,1,-3,5,18,11

# Molecules from the list above that contain an aryl thioether with sulfur outside any ring, in the order listed:
SMILES,Fh CTSL1 inh,AHR act,PAFAH2 inh,PP5 inh,TPT1 inhibitor,PP1 counter,proCasp3 act,core dimer inh,proCasp7 act
CCCCSc1nc2c(c(=O)[nH]c(=O)n2C)n1CCc1ccccc1,-5,12,-6,2.4,-6,5,-8,1,-8
O=Cc1c(Sc2ccccn2)nc2ccccn2c1=O,4,2,-4,0.3,-24,-5,3,5,11
CCc1nc(SCC(=O)Nc2ccccc2OC)n[nH]1,0,10,7,1.1,2,2,13,-4,7

# AHR act: hit marks shown above.
compound | AHR act | PAFAH2 inh | PP5 inh | TPT1 inhibitor | proCasp3 act | core dimer inh
COc1ccccc1/C=N\Nc1cc(C)nc(-n2nc(C)cc2C)n1 | 70* | -2 | 6.5 | -3 | -10 | 10

# Next compounds
SMILES,Fh CTSL1 inh,AHR act,PAFAH2 inh,PP5 inh,TPT1 inhibitor,PP1 counter,proCasp3 act,core dimer inh,proCasp7 act
COc1ccccc1/C=C/C(=C1/C(=O)N(c2ccccc2)N=C1C)c1ccc(C)cc1,1,1,8,-2.2,-1,-5,3,-2,6
CCC1(C)Cc2ccccc2-c2[nH]c(=S)[nH]c(=O)c21 (stereo not drawn),1,3,-1,-1.7,-3,-1,0,7,-6
CN(Cc1ccccc1O)CC1CCCN(CCc2ccc(Cl)cc2)C1 (stereo not drawn),-1,0,5,1.6,0,-3,4,-5,-3
O=c1c2ccccc2c(-c2n[nH]c(=S)o2)nn1Cc1ccccc1,2,1,9,-0.4,2,-3,-25,-14,-34
O=C1NC(c2cccs2)C(C(=O)c2ccccc2)C(O)(C(F)(F)F)N1 (stereo not drawn),4,-2,3,-3.5,1,-4,3,-9,-20
CCOc1ccc(N2C(=O)CC(N3CCN(c4ccc([N+](=O)[O-])cc4)CC3)C2=O)cc1 (stereo not drawn),6,1,-1,0.9,-4,9,-11,-5,-4
Cc1cc(C)cc(OCC(=O)NC2=NCCS2)c1,-5,0,14,-2.8,-2,-1,4,1,-7
COc1ccccc1-n1c(-c2cc(-c3ccco3)[nH]n2)n[nH]c1=S,0,4,1,1.2,5,3,-8,-7,-8
Cc1nc2c(-c3ccc(Cl)cc3)c(C)[nH]n2c(=O)c1Cc1ccccc1,3,5,19,3.4,-1,6,2,13,5
COc1ccccc1C(=O)NCC(=O)NC(C)c1ccc(-n2ccnc2)cc1 (stereo not drawn),0,-2,-1,-3.4,-2,-7,3,-6,9

# Reprinted at random: five entries already listed, in no set order.
SMILES,Fh CTSL1 inh,AHR act,PAFAH2 inh,PP5 inh,TPT1 inhibitor,PP1 counter,proCasp3 act,core dimer inh,proCasp7 act
CC(C)OCCCNC(=O)CN1C(=O)COc2ccc(S(=O)(=O)N3CCCCCC3)cc21,-1,-2,1,0.1,-2,-3,1,6,4
COc1ccccc1/C=C/C(=C1/C(=O)N(c2ccccc2)N=C1C)c1ccc(C)cc1,1,1,8,-2.2,-1,-5,3,-2,6
O=C(COc1ccc(/C=N/NS(=O)(=O)c2ccccc2)cc1)Nc1cccc(Cl)c1,3,2,-8,5.3,3,-3,-8,3,-10
Cc1ccsc1C(=O)OCC(=O)NC1CCS(=O)(=O)C1 (stereo not drawn),7,2,3,0.0,2,-1,5,3,9
CCc1nc(SCC(=O)Nc2ccccc2OC)n[nH]1,0,10,7,1.1,2,2,13,-4,7

# Next section
SMILES,Fh CTSL1 inh,AHR act,PAFAH2 inh,PP5 inh,TPT1 inhibitor,PP1 counter,proCasp3 act,core dimer inh,proCasp7 act
COc1ccc(OC)c(NS(=O)(=O)c2cc(OC)ccc2OC)c1,1,2,0,3.0,-2,-2,2,-1,1
CCOc1ccc(Nc2cc(=O)oc3ccccc23)cc1,1,24,2,2.9,1,-1,-4,-3,8
O=C(COC(=O)c1ccc2ncsc2c1)Nc1ccc(Cl)cc1,.,1,81*,1.6,.,-3,0,.,0
CCOc1ccc(Br)cc1S(=O)(=O)N1CCCN(C)CC1,3,-1,11,0.4,0,1,5,-2,8
CCc1ccc(CN2CCCC(CNC(=O)c3cccc(OC)c3OC)C2)cc1 (stereo not drawn),0,1,0,2.9,0,0,-7,-3,11
CCOc1cc(/C=N/NC(=O)C(=O)NC2CC2)cc(Br)c1O,3,1,-1,-0.1,-2,-2,-15,-13,6
O=C(Cc1cccc(C(F)(F)F)c1)Nc1cccc(S(=O)(=O)N2CCCC2)c1,1,7,-11,4.9,-1,1,7,3,-4
Cc1c(-c2ccccc2)sc(N)c1C(=O)N1CCOCC1,-3,2,-2,-0.7,1,-1,-13,-3,-24
COc1ccc(N=Nc2[nH]c3ccc(C)cc3c2O)cc1,3,69*,1,1.8,0,0,-9,-16,-10
CCOc1ccc(C(=O)NC(=S)Nc2ccc(NC(=O)C(C)C)cc2)cc1[N+](=O)[O-],2,3,11,-1.1,0,-5,-2,4,-17
COCc1c(C(=O)NC2CCCCCC2)oc2ccccc12,3,-3,7,2.4,4,0,1,2,3
CSc1nnc(NC(=O)c2nc(S(=O)(=O)Cc3ccccc3F)ncc2Cl)s1,7,1,6,-1.4,0,-1,-7,4,-8
O=C(COc1ccccc1O)NNc1ccccc1,0,9,3,1.8,0,-3,-4,-4,4
COC(=O)c1c(C)[nH]c(C(=O)CN2C(=O)C3CC=CCC3C2=O)c1C (stereo not drawn),.,5,-2,.,.,.,2,.,-2
O=C(C1CCN(c2nnnn2-c2ccccc2)CC1)N1CCN(c2ccccc2)CC1,-1,-1,0,0.3,3,-1,-2,-2,-3
Cc1ccnc(NS(=O)(=O)c2ccc3ccccc3c2)n1,-1,1,-6,2.3,3,-1,-1,-10,-3
CC(C)CN(C(=O)CN1CCOCC1)c1c(N)n(CC(C)C)c(=O)[nH]c1=O,-4,0,0,-1.3,-6,-1,-5,-8,-1
O=C(COC(=O)c1ccc([N+](=O)[O-])o1)NC1CCCCC1,.,-1,29,.,.,.,9,.,7
CC(C)C(NC(=O)c1ccc(F)cc1)C(=O)NC1(C)CCS(=O)(=O)C1 (stereo not drawn),.,0,5,3.3,.,-3,4,.,-4
Nc1nc(SCc2ccccc2)ns1,5,11,5,1.4,-2,-1,-16,2,-13

# Some values from the list:
# Value for CC(C)C(NC(=O)c1ccc(F)cc1)C(=O)NC1(C)CCS(=O)(=O)C1 (stereo not drawn) under proCasp7 act: -4
# Value for O=C(COc1ccccc1O)NNc1ccccc1 under proCasp3 act: -4
# Value for Cc1ccnc(NS(=O)(=O)c2ccc3ccccc3c2)n1 under core dimer inh: -10
# Value for Nc1nc(SCc2ccccc2)ns1 under PAFAH2 inh: 5
# Value for O=C(COC(=O)c1ccc([N+](=O)[O-])o1)NC1CCCCC1 under PAFAH2 inh: 29
# Value for CSc1nnc(NC(=O)c2nc(S(=O)(=O)Cc3ccccc3F)ncc2Cl)s1 under PP5 inh: -1.4

# (next part)
SMILES,Fh CTSL1 inh,AHR act,PAFAH2 inh,PP5 inh,TPT1 inhibitor,PP1 counter,proCasp3 act,core dimer inh,proCasp7 act
CN1C(=O)CC(C(=O)O)SC1=Nc1cc(Cl)c(O)c(Cl)c1 (stereo not drawn),-4,-1,3,1.1,-5,0,-6,-10,0
Cc1cc(C(F)F)nn1CC(=O)Nc1cc([N+](=O)[O-])ccc1F,1,0,4,-0.6,3,2,-1,2,-4
CNc1ccc([N+](=O)[O-])cc1-c1nc2ccccc2[nH]c1=O,-4,30,-1,0.3,-1,-4,6,36,3
Cc1cc(C)c(NC(=O)CNC(=O)c2ccc3c(=O)n4c(nc3c2)CCC4)c(C)c1,.,-1,2,3.3,.,-4,0,.,1
N#C/C(=C\c1ccc(F)c(F)c1)C(=O)NC1CCCCC1,1,3,-3,0.2,-1,-1,6,-3,-3
CCOC(=O)C1CCN(C(c2cc3c(C)ccc(C)c3[nH]c2=O)c2nnnn2C2CCCCC2)CC1 (stereo not drawn),0,5,13,2.1,14,5,4,19,6
O=C(O)CCCn1cc(NC(=O)c2sc3ccccc3c2Cl)cn1,2,-4,0,4.0,-4,-1,7,11,-2
CSc1ccccc1NC(=O)COC(=O)Cc1cccs1,-10,5,1,0.0,-3,-1,-4,3,-1

# High-throughput results from PubChem BioAssay.

# The order is random (roughly 5.6% active in at least one column).
